Apoferritin bind: qHTS Assay for Identification of Novel General Anesthetics; Potency, µM (series often up to 77.5 µM), for inactives: at the highest dose activity change, negative = displacement, usual class: inhibitors; apoferritin/1-aminoanthracene competitive binding, fluorescence; 350,000 tested, 0.074% active; Ferritin light chain (Equus caballus), P02791; note: potency is the fitted concentration of half-maximal effect; % is set by controls: 0 for no effect and ±100 for the full control effect; nearly all actives have a fitted effect of over 20% in size
Target sequence (P02791 2-175 limits assumed): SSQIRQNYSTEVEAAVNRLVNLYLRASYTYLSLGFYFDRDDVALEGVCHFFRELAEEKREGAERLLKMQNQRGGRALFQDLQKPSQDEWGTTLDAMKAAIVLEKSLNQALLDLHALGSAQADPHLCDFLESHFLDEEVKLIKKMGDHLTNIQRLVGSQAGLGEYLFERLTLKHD
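Read-out: endpoint 1-AMA fluorescence, excitation 380 nm and emission 535 nm, after compounds sit 10 min at room temperature with 10 uM horse-spleen apoferritin in 50% saturated 1-AMA/PBS. Values come from four-parameter Hill fits.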
D1 potentiator: Potentiators of Human D1 Dopamine Receptor: qHTS; potentiation, % at 10 µM; 360,000 tested, 0.036% active; HEK293 TREx D1 cells, calcium flux, dopamine EC20 potentiation; AID 504651, 2011; in the data active = potentiation above about 30%; note: 0% is about no effect
Target sequence (P21728 whole entry, looked up): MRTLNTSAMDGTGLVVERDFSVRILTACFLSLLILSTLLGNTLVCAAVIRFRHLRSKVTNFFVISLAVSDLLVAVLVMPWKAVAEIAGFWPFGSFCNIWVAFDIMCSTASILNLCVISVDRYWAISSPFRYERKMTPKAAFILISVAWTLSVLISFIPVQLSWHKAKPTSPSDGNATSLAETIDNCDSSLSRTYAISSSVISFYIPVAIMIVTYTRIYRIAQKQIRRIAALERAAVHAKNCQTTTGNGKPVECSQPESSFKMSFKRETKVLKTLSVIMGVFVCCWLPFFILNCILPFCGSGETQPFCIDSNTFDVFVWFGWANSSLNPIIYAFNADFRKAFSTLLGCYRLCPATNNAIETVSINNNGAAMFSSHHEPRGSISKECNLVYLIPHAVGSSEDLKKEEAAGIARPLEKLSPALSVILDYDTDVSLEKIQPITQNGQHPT
D2 PAM: HTS Assay for Positive Allosteric Modulators of the Human D2 Dopamine Receptor: Primary Screen for Potentiators; potentiation, % at 10 µM; D(2) dopamine receptor (Homo sapiens), P14416; 340,000 tested, 0.34% active; HEK293 T-REx D2, calcium flux, EC20 dopamine potentiation;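 active = potentiation over 3 SD above the plate norm, cut at about 30% in these data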; note: 0% is about no effect
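Tetracycline-induced HEK293 T-REx cells force-coupled to calcium signalling expressed D2; compounds were pin-added after a 10 s baseline, read kinetically 180 s, then an EC20 dopamine challenge followed with a further 180 s calcium read.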
TRHR enhancer: qHTS for Small Molecule Agonists and Allosteric Enhancers of Human TRH Receptor: Primary Screen for Enhancers. Thyrotropin-releasing hormone receptor (Homo sapiens), P34981. TRHR cells, fluo-8 calcium fluorescence, EC20 TRH enhancement. enhancement, % at 2 µM. 360,000 tested, 0.66% active. AID 493056, 2011; in the data active = enhancement above about 30%; note: 0% is about no effect
Target sequence (P34981 whole entry, looked up): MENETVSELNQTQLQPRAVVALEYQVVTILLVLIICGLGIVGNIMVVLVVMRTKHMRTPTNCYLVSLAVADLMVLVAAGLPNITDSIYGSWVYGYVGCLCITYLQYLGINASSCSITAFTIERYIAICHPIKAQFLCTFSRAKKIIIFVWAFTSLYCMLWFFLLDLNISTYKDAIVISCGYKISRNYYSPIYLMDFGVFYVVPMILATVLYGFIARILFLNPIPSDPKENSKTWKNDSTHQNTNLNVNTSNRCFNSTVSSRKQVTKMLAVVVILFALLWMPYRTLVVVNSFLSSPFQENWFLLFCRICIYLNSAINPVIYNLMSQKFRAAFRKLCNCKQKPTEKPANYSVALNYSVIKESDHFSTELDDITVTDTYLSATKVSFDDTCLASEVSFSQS
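TRHR-expressing cells loaded with fluo-8 calcium dye were read kinetically (ex 480/em 530) during compound addition, then stimulated with an EC20 of TRH (10 nM final). Enhancement of the Gq-mediated intracellular calcium response was scored.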
D1 ag: Allosteric Agonists of the Human D1 Dopamine Receptor: qHTS | D(1A) dopamine receptor (Homo sapiens), P21728 | HEK293 T-REx D1 cells, calcium flux, agonist mode | activation, % at 2 µM | 360,000 tested, 1% active; in the data active = activation above about 30%; note: 0% is about no effect
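Inducible HEK293 T-REx D1 cells, force-coupled to calcium signalling, were plated at 4000 cells/well with tetracycline and held overnight at 30 C. After no-wash calcium dye loading, compound-evoked calcium rise over 180 s flagged agonists.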
RXFP1 antag: qHTS Assay for Antagonists of the Relaxin Receptor RXFP1; Relaxin receptor 1 (Homo sapiens), Q9HBX9; HEK293-RXFP1, relaxin-stimulated cAMP HTRF, 30 min; hits give low values; activity change, negative = inhibition, % at 57.5 µM; 350,000 tested, 0.59% active; AID 1259400, 2018;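 active = activity change of -60% or lower, but not beyond a set lower limit; inconclusive = change between -60% and -40%, or beyond the set limit; inactive = change above -40%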; note: % is set by controls: 0 for no effect and ±100 for the full control effect
D1 antagonist: Antagonist of Human D 1 Dopamine Receptor: qHTS; D(1A) dopamine receptor (Homo sapiens), P21728; HEK293 TREx D1 cells, calcium flux, dopamine EC80; hits give low values; activity change, negative = inhibition, % at 10 µM; 360,000 tested, 3.2% active; AID 504652, 2011; in the data active = activity change below about -30%; note: % is set by controls: 0 for no effect and ±100 for the full control effect
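Inducible Hek293 Trex D1 cells (tetracycline, overnight, 30 C). Calcium dye 30–90 min RT. Antagonist mode: EC80 dopamine added after 180 s compound read.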
TRHR ag: qHTS for Small Molecule Agonists and Allosteric Enhancers of Human TRH Receptor: Primary Screen for Agonists; activation, % at 2 µM; 360,000 tested, 0.18% active; TRHR cells, calcium flux fluo-8, FDSS agonist mode; Thyrotropin-releasing hormone receptor (Homo sapiens), P34981; in the data active = activation above about 30%; note: 0% is about no effect
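TRHR-expressing cells loaded with fluo-8 calcium dye; 23 nL library compound pin-transferred, kinetic FDSS fluorescence (Ex 480/Em 530) recorded about 180 s for agonist-induced calcium release, before a 10 nM TRH EC20 addition for potentiator mode.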
RXFP1 ag: qHTS Assay for Agonists of the Relaxin Receptor RXFP1 | Relaxin receptor 1 (Homo sapiens), Q9HBX9 | HEK293T-RXFP1 cAMP TR-FRET, 30 min; response scale: percent of porcine relaxin response, buffer zero | Potency, µM (series often up to 57.5 µM), for inactives: top-dose activation, usual class: activators | 370,000 tested, 0.3% active; note: potency is the fitted concentration of half-maximal effect; % is set by controls: 0 for no effect and ±100 for the full control effect; nearly all actives have a fitted effect of over 60% in size; many of its hits are not listed in these tables
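HEK293 cells stably expressing RXFP1, treated 30 min at 37C with compounds plus PDE4 inhibitor Ro 20174; cAMP measured by HTRF TR-FRET. Normalized to buffer and 29 nM porcine relaxin; EC50 by Hill fit.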
The depositor's hits bear a star; ? = inconclusive; / = not tested or not shown. Unless noted, calls come from the whole dose curve; as a rule, active = well fitted curve in the direction sought with a large enough effect; inconclusive = small, poorly fitted or top-dose-only effect, or another doubt; inactive = no such curve, though single readings can be large; an effect the other way counts as inactive or inconclusive.

SMILES	Apoferritin bind	D1 potentiator	D2 PAM	TRHR enhancer	D1 ag	RXFP1 antag	D1 antagonist	TRHR ag	RXFP1 ag
Cn1ccnc1SCC(=O)Nc1ccc2c(c1)COC2=O	2.8%	-3.8	-7.5	-3.7	0.3	2.4	-1.0	0.8	-2.9%
COc1ccc2[nH]c3c(=O)n(CCCC(=O)NC4CCC(C)CC4)c(=S)[nH]c3c2c1 (stereo not given)	-2.5%	-1.0	2.7	-6.0	2.6	-35.4	-3.8	0.0	3.2%
Cc1cnc2c3c(cc(Cl)c2c1)-c1ccccc1S(=O)(=O)N3	/	-5.2	/	-0.1	0.6	/	-28.8	0.9	/
Cc1ccccc1NC(=O)N1CCc2ccccc2C1	-21.1%	-8.7	-5.9	-3.8	-0.2	-21.0	-8.4	0.0	3.6%
COc1ccc(C(CC(=O)O)NS(=O)(=O)c2ccc3c(c2)N(C(C)=O)CC(C)O3)cc1 (stereo not given)	8.5%	-4.5	-0.1	-3.1	-1.2	22.7	-0.1	0.0	2.1%
CC(=O)N1CCOc2cc(S(=O)(=O)N(C)Cc3ccccc3)c(Cl)cc21	-5.7%	2.1	12.3	16.7	2.4	/	-11.6	-0.3	0.0%
CC(C)N(C)CCOC(=O)c1ccccc1Cl	-8.0%	1.1	5.7	4.3	3.2	4.1	14.8	-0.2	0.0%
CCN1C(=O)C2(C(C#N)=C(N)Oc3n[nH]c(C(C)C)c32)c2ccccc21 (stereo not given)	-4.1%	5.0	8.8	-7.4	3.4	-2.8	6.3	-2.7	1.4%
CC(C)Cc1nc(SCc2cccnc2)c2c(=O)n(C)c(=O)n(C)c2n1	?	-8.6	/	-0.8	-0.5	-17.7	4.0	0.4	5.2%
COc1ccc(/C=C2\SC(=S)N(CCC(=O)Nc3cccc(O)c3)C2=O)cc1OC	1.1%	3.6	6.2	1.6	2.3	2.7	-6.9	1.9	-3.8%
Cc1nc(C)c(C(=O)OCC(=O)Nc2cccc(C)c2C)s1	/	-4.4	-6.9	6.1	2.3	-2.6	-2.5	0.0	0.8%
COc1cccc(NS(=O)(=O)c2ccc3c(c2)N(C)C(=O)CC(=O)N3C)c1	2.4%	0.8	-9.1	14.8	0.3	-5.3	-0.9	0.1	-1.2%
COc1ccc(OC)c(S(=O)(=O)Nc2ccc3oc4c(c3c2)C(=O)CCC4)c1	-17.0%	7.5	11.4	1.9	5.1	-4.1	3.9	0.2	1.8%
CC(C)(C)c1ccc(C(=O)NCc2nnc(SCC(=O)NCc3ccco3)o2)cc1	-14.6%	-4.0	12.7	-2.9	3.8	-2.0	-3.8	-0.4	-2.0%
Cn1c(=O)[nH]c(=O)c2c1nc(Br)n2C/C=N/NC(=O)c1ccccc1	-15.3%	4.1	8.1	19.4	5.3	-14.9	6.2	1.9	7.4%
CCOc1c(Cl)cc(CNc2nnnn2C)cc1OC	6.1%	1.6	4.3	0.9	3.8	-13.7	-20.2	-0.2	2.5%
CCOc1ccccc1N1CCN(c2nc(N)c(C#N)c(CC#N)c2C#N)CC1	-12.7%	-2.9	6.7	1.0	7.3	-0.5	-8.7	-0.4	1.3%
COc1ccc(/C=N/NC(=O)Cn2cc(C(F)(F)F)ccc2=O)cc1	?	2.2	23.3	0.4	4.9	-15.9	9.3	-1.1	-4.2%
CC(NC(=O)/C(=C/c1ccc(OC(F)F)cc1)c1ccccc1)c1ccccc1 (stereo not given)	-20.0%	-4.4	7.7	4.2	16.6	-11.7	-10.0	0.8	-1.2%
CCOc1ccc2nc(N(Cc3cccnc3)C(=O)c3ccco3)sc2c1	-8.1%	-2.1	22.1	0.4	-3.3	-11.4	/	-0.2	2.2%
COc1ccc(CNC(=O)C(=O)NCC2OCCN2S(=O)(=O)c2ccc3c(c2)OCCO3)cc1 (stereo not given)	-9.7%	1.6	/	-1.3	2.5	1.1	-9.0	-0.3	1.0%
CCOC(=O)c1cnc2cc(-c3ccc(C(C)(C)C)cc3)nn2c1N	-5.2%	-0.6	-11.6	5.4	1.0	-16.1	11.5	-0.2	-4.7%
CC(=O)Nc1cc(C(C)(C)C)c(O)c(C(C)(C)C)c1	-17.1%	2.5	2.4	-12.8	2.0	1.0	-2.7	-1.0	1.7%
Cn1c(=NC(=O)CS(=O)(=O)c2ccccc2)sc2cc([N+](=O)[O-])ccc21	/	2.9	-5.9	-5.4	-0.1	?	17.1	-0.2	3.4%
Cc1cccc(NCN2C(=O)C3C4C=CC(C4)C3C2=O)c1 (stereo not given)	-14.4%	1.4	-0.2	-4.5	3.4	-14.8	-3.8	0.6	-0.1%
CCN(C(=O)COC(=O)CNC(=O)c1ccccc1C)C1=CCCCC1	/	-0.8	-10.5	-9.0	3.4	12.4	-11.6	1.1	-3.4%
COc1ccc(NC(=O)C2=C(C)Nc3ncnn3C2c2sccc2C)cc1 (stereo not given)	-9.2%	0.1	5.3	5.0	-1.0	/	10.2	0.9	-0.1%
COc1ccc(CCNC(=O)CCCn2nc(C)c3sc4ccccc4c3c2=O)c(OC)c1	4.6%	-2.5	-2.0	4.8	0.6	-3.0	-8.0	0.3	-0.9%
CN(C)c1ccc(/C=N/NC(=O)c2ccc(Cl)cc2)cc1	-7.7%	1.2	-5.3	9.9	-0.4	14.4	7.0	-0.1	1.5%
O=C1NC2(CCCCC2)N(C(=O)c2ccccc2)C2=C1CCCC2	-5.5%	-3.5	10.9	0.6	1.7	-6.0	8.2	0.0	0.2%
COc1cccc(C(=O)Nc2ccc(N3CCN(Cc4ccccc4)CC3)cc2)c1	0.3%	-6.8	2.3	2.4	2.8	-3.4	-2.6	1.7	1.8%
COc1cc(OC)c(NC(=O)c2nn(C)c3c2COc2ccccc2-3)cc1Cl	-2.5%	-4.5	5.4	-4.5	5.2	-10.1	-22.4	-1.0	-4.9%
CCOCCCn1c(SCC(=O)Nc2cc(C)ccc2C)nc2c(oc3ccccc32)c1=O	1.5%	-2.5	8.3	-1.9	0.1	/	11.4	-0.3	-0.3%
CNC(=O)c1ccccc1-c1ccccc1	5.7%	-7.5	-0.7	5.0	3.0	3.7	1.5	-0.5	-0.4%
COc1ccc(CNC(=O)C/C(C)=N/NC(=O)c2ccccc2OC)cc1	-7.7%	-6.0	-10.1	-7.6	2.9	7.4	0.1	-0.6	2.0%
CCn1cc(C(=O)NCC2CCCO2)c(=O)c2cc(S(=O)(=O)N3CCC(C)CC3)ccc21 (stereo not given)	?	-4.8	4.6	-2.1	2.1	17.3	24.3	0.5	1.3%
NC(=O)CSc1nnc(-c2cc3ccccc3o2)n1Cc1ccccc1	-10.3%	-3.9	4.9	5.4	2.9	-24.0	7.4	-0.7	29.5%
Cc1cccc(-c2nc(CNC(=O)c3ccco3)cs2)c1	-17.9%	-3.6	9.6	4.7	3.5	-0.4	-0.9	-0.2	0.3%
Cc1cc(C)nc(NC(=O)CN2C(=O)c3ccccc3C2=O)n1	-4.8%	-0.5	-8.8	8.8	1.9	-0.1	7.9	0.3	-0.2%
COc1ccccc1NC(=O)N1CCc2[nH]c3ccc(Cl)cc3c2C1	-11.6%	-8.0	-18.4	13.2	1.1	0.0	-17.0	0.4	3.6%
Cc1cc(-c2cc(C(=O)NCc3ccccc3)on2)nc(NC2CCCC2)n1	-6.0%	8.3	-2.6	0.2	4.7	/	7.0	0.8	-0.2%
COc1ccc(C(CCNCc2ccc(N(C)C)cc2)c2ccccc2)cc1 (stereo not given)	-16.0%	-0.5	2.7	5.6	28.5	-37.4	4.2	1.3	0.6%
Fc1cccc(CSc2ccc(-c3ccco3)nn2)c1	?	-4.6	/	-4.0	3.5	-11.4	6.2	0.6	0.2%
COc1ccccc1CNS(=O)(=O)c1cc2c3c(c1)C(C)C(=O)N3CCC2 (stereo not given)	1.1%	-3.4	-10.7	-3.1	2.9	-20.3	2.7	-0.5	2.6%
CCCN1C(=O)c2cc(C(=O)NC3CCCCCC3)ccc2C1O (stereo not given)	-0.8%	-0.7	-3.8	0.3	-2.4	/	6.4	0.4	1.1%
COc1ccccc1/C=N/NC(=O)CC(=O)NC1CCCCC1	?	-1.5	-3.6	-2.7	1.7	1.2	-5.3	-0.4	5.1%
Cc1cc(C)cc(NC(=O)c2cc(C)nc3c2c(C)nn3-c2ccccc2)c1	4.1%	-4.0	-8.9	8.3	8.3	/	-6.9	-1.5	-0.7%
O=C(Cc1csc(-c2ccccc2)n1)Nc1ccc(C(F)(F)F)cc1	-20.5%	-2.5	-4.4	4.8	3.2	-2.2	-14.5	0.7	6.5%
COc1ccnc(Oc2ccccc2)n1	-0.6%	-7.0	4.0	0.6	3.2	14.8	-20.9	0.2	2.1%
CCCN1CCN(C(=O)Cn2cccc2C(=O)c2ccccc2)CC1	2.6%	-6.2	3.8	-5.6	-0.7	-3.9	10.4	-0.3	-1.0%
COc1cccc(CNCc2ccc3c(c2)OCO3)c1	-11.4%	-4.8	-12.1	2.7	7.7	-8.4	4.9	0.3	1.9%
Cc1ccc2c(c1)C(=O)CC(O)(C(F)(F)F)O2 (stereo not given)	-5.3%	-4.7	10.7	-1.0	0.5	-5.4	-6.0	0.2	-0.7%
CC(=O)Nc1ccc(N=Cc2nc(-c3ccc(C)cc3)oc2O)cc1	26.4%	-2.5	/	-0.1	6.6	5.4	0.0	2.0	-1.4%

Ordered by number of heavy atoms (high to low): part of the list above.
SMILES	Apoferritin bind	D1 potentiator	D2 PAM	TRHR enhancer	D1 ag	RXFP1 antag	D1 antagonist	TRHR ag	RXFP1 ag
NC(=O)CSc1nnc(-c2cc3ccccc3o2)n1Cc1ccccc1	-10.3%	-3.9	4.9	5.4	2.9	-24.0	7.4	-0.7	29.5%
O=C(Cc1csc(-c2ccccc2)n1)Nc1ccc(C(F)(F)F)cc1	-20.5%	-2.5	-4.4	4.8	3.2	-2.2	-14.5	0.7	6.5%
Cc1cccc(-c2nc(CNC(=O)c3ccco3)cs2)c1	-17.9%	-3.6	9.6	4.7	3.5	-0.4	-0.9	-0.2	0.3%

Compound activity (PubChem)

Not all compounds are listed (hit frequency here may not be typical).
